# Screens from PubChem.
# SENP8 block-1 = inhibitors of human SENP8 protease | purified SENP8, Z-RLRGG-aminoluciferin cleavage, luminescence | AID 2540 | inhibition, % at 10 µM | hit rate 1.2% among 330,000; in the data active = inhibition above about 50%
# Target sequence (Q96LD8 whole entry, looked up): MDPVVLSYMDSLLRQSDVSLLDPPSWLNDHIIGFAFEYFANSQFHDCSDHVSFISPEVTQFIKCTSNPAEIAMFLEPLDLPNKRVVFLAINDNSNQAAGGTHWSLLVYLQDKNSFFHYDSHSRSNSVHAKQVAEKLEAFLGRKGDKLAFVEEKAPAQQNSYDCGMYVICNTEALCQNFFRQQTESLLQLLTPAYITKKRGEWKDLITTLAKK
# SENP1 FRET inh = SENP1 (human) catalytic domain inhibition; Q9P0U3; recombinant SENP1 catalytic domain, CyPet-SUMO1-YPet FRET cleavage; inhibition, % at 10 µM; hit rate 0.21% among 360,000;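 active = inhibition at least 30% at 10 µM, raw YFP signal under a set limit, fluorescence ratio 0.5 to 1.5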;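 note: 0% = enzyme with DMSO and 100% = no enzyme wells; some results filed as inactive read as strong as hits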
# Target sequence (Q9P0U3 419-644 limits assumed): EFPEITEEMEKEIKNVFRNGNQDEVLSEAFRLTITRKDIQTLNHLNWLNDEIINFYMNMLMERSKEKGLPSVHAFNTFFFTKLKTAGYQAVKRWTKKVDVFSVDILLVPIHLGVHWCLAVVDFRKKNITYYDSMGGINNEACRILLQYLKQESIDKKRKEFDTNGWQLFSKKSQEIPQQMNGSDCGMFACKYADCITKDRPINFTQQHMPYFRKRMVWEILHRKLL
#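 system = hSENP1 catalytic domain, recombinant | reagent = SFCypet-SUMO1-SFYpet substrate at 25 nM | doses = one dose per compound, 10 µM, 0.5% DMSO | incubation = enzyme reaction for 50 min at room temperature, dark | measured by = FRET, CFP and YFP emission | controls = no-enzyme low, enzyme-DMSO high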
# SENP6 inh = SENP6 protease inhibition. Q9GZR1. Recombinant SENP6 catalytic domain, aminoluciferin luminescence. inhibition, % at 10 µM. hit rate 1.8% among 330,000;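 active = inhibition above about 50% at the single tested dose, limit read from the data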;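 note: plate controls were DMSO wells with enzyme for no effect and DMSO wells lacking enzyme for full effect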
# Target sequence (Q9GZR1 628-1112 limits assumed): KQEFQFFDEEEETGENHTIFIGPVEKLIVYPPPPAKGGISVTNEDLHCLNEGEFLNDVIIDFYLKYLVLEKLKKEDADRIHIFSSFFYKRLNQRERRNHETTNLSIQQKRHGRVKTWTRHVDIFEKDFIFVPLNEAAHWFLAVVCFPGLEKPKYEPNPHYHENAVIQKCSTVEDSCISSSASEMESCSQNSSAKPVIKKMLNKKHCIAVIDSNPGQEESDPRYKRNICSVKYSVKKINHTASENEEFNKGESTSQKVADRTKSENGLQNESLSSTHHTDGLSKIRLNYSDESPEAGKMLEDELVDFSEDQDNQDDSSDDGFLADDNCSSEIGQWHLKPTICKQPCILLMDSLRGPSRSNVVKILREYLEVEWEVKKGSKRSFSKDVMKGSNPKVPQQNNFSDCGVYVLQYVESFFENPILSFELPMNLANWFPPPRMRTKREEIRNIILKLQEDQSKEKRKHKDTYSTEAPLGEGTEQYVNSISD
# Apaf1 inhib = blocks human Apaf-1 apoptosome activity | O14727 | reconstituted apoptosome caspase-3 activity, DEVD-Rh110 fluorescence | inhibition, % at 20 µM | hit rate 0.71% among 330,000 | AID 489030; active = inhibition of at least 40% at 20 µM;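 note: plate controls were DMSO wells for no effect and DEVD-CHO caspase inhibitor wells for full effect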
#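 System: reconstituted apoptosome with Apaf-1, cytochrome c, caspase-9, procaspase-3, dATP; Signal: Rh110 fluorescence intensity; Schedule: 30 min compound preincubation, 50 min activation, room temperature; Reagent: cytochrome c trigger plus (Z-DEVD)2-Rh110 caspase-3 substrate.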
# HKDC1 inhibitor = blocks human hexokinase HKDC1 activity | inhibition, % at 20 µM | hit rate 0.16% among 340,000 | recombinant HKDC1, G6PDH/diaphorase resazurin coupled fluorescence | AID 493160 | Q2TB90;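 active = inhibition above about 35% when tested at 20 µM, limit read from the data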;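 note: plate controls were DMSO wells with enzyme for no effect and DMSO wells lacking enzyme for full effect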
#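 test system = in-house recombinant HK5 (HKDC1) enzyme | amount = HKDC1 at 5 µg/mL | control set = DMSO-enzyme wells negative, buffer-substituted wells positive | compound = one dose of 20 µM, 1% DMSO | schedule = reaction time 90 min, room temperature, protected from light | technique = resorufin fluorescence at 613 nm | reagent = glucose with 1 mM ATP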
# SENP8 block-2 = inhibitors of human SENP8 protease. Q96LD8. recombinant SENP8, Nedd8 substrate fluorescence. inhibition, % at 20 µM. hit rate 0.64% among 360,000. AID 602440; in the data active = inhibition mostly above about 40%, no sharp cut-off; inactive = mostly below about 27%
# PfG6PD inh = PfG6PD (Plasmodium falciparum) enzyme inhibition | PfGluPho enzyme, NADPH resazurin-diaphorase fluorescence | inhibition, % at 20 µM | hit rate 0.78% among 350,000 | AID 504690;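 active = inhibition reaching at least a set limit at 20 µM in the primary screen, cut at about 59% in these data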;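 note: 0% = DMSO wells with substrate and 100% = DMSO wells lacking glucose-6-phosphate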
# SENP7 inh = blocks the human protease SENP7. hit rate 1.5% among 330,000. recombinant SENP7, Z-RLRGG-aminoluciferin luminescence, 40 min. inhibition, % at 5 µM. Q9BQF6;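 active = inhibition above about 50% at the single test dose, limit read from the data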;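 note: plate controls were DMSO with enzyme for no effect and no enzyme buffer wells for full effect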
# Starred values were filed as active, the others as inactive; i = inactive; nt = no result given.
SMILES,SENP8 block-1,SENP1 FRET inh,SENP6 inh,Apaf1 inhib,HKDC1 inhibitor,SENP8 block-2,PfG6PD inh,SENP7 inh
Cc1cc(=O)n2c(C)n[nH]c2n1,8,0,-9,-15,-1,12,5,2
CCC/S(C)=N/S(=O)(=O)c1ccc(C)cc1 (stereo not drawn),-5,-1,-5,9,-15,16,-12,-13
Cc1ccc(C(=O)OCC(=O)c2ccc[nH]2)s1,-8,-15,5,0,-9,-7,-3,7
Cc1cccc(OCC(=O)NNC(=O)Cn2c(=O)cnc3ccccc32)c1,6,0,-5,-4,-3,-3,8,2
CC(C)(C)c1ccc(N2C(=N)SCC2=O)cc1,-5,0,-36,-6,0,9,-21,5
CCOC(=O)N1CCN(CC(=O)N2c3ccccc3CCc3ccccc32)CC1,-8,2,-26,10,-5,21,5,-10
Cc1ccc(S(=O)(=O)NCCC(=O)NC2CCCCC2C)cc1 (stereo not drawn),5,0,-1,-8,-4,5,16,8
O=C(CNC1CCCCC1)NN=C(c1ccccc1)c1ccccc1,-5,1,-3,4,-7,8,-6,1
COC(=O)c1ccc(NC(=O)C2C3C=CC(O3)C2C(=O)O)cc1 (stereo not drawn),-11,-1,-22,1,-7,18,-14,-3
Cc1ccccc1/C=N/NC(=O)Cc1ccc(Cl)cc1,2,6,6,0,21,-6,-16,-6
COc1ccc(C(=O)NCc2csc(C(C)C)n2)cc1OC1CCN(C(C)=O)CC1,-11,-1,-12,-7,3,2,-11,10
O=C(OCc1nnc(-c2ccccc2)o1)c1ccccc1,33,2,-24,-4,5,5,5,34
O=C(Cn1c(NCCO)nc2ccccc21)NCC(F)(F)F,-10,3,-13,-16,-5,31,-12,1
CCCCc1ccc(C(=O)NC(C(=O)O)C(C)C)cc1 (stereo not drawn),6,-1,10,-20,-7,14,1,1
Cn1nc(C(F)(F)F)c(/C=N/OCc2c(Cl)cccc2Cl)c1Cl,4,2,0,15,4,26,-6,9
O=c1ccc(/C=C/c2ccccc2)nn1Cc1ccccc1Cl,-4,4,-6,16,-2,-408,22,-2
Cc1cc(=O)[nH]c(N/N=C/c2sccc2C)n1,23,4,64*,-1,14,2,10,56*
CC(=O)N(C)c1ccc(NC(=O)C(Sc2ccccc2)c2ccccc2)cc1 (stereo not drawn),-1,0,-9,24,-1,7,11,10
COc1ccccc1CNC(=O)C(NS(=O)(=O)c1cccc2nsnc12)C(C)C (stereo not drawn),-3,2,-13,6,-4,28,0,-7
Cc1cccc(CN2CCN(CCCc3ccccc3)CC2)c1,4,nt,-16,-12,nt,nt,nt,9
COc1ccccc1CCC(=O)OCC(=O)Nc1ccc(S(N)(=O)=O)cc1,4,4,-9,-19,-4,11,8,-6
Cc1ccccc1NC(=O)NCCc1nc2ccccc2[nH]1,3,1,-12,-2,3,38,-19,7
Cc1ccc(C(=O)N2CCN(c3cc4c(cc3[N+](=O)[O-])n(C)c(=O)n4C)CC2)cc1,7,0,-15,3,-10,7,8,3
CC(=O)c1c(C)n(-c2ccc(N(C)C)cc2)c2ccc(OCC(N)=O)cc12,-9,0,-6,18,3,-215,31,-7
COc1ccc(NC(=O)c2cc(-c3ccccc3Cl)no2)cc1,1,1,-3,4,-8,14,10,-1

# Next compounds follow.
SMILES,SENP8 block-1,SENP1 FRET inh,SENP6 inh,Apaf1 inhib,HKDC1 inhibitor,SENP8 block-2,PfG6PD inh,SENP7 inh
O=C(Cc1ccccc1)Oc1coc(CSc2ncccn2)cc1=O,-5,2,-9,-4,2,10,5,-6
Cc1ccc(O)c(C(=O)c2cnc3c(c2)c(C)nn3C)c1,-16,3,-18,14,0,10,2,-5
O=C(CN1CCCCCC1)Nc1ccccc1[N+](=O)[O-],2,1,-4,-18,1,18,-6,6
CC(Oc1cc2oc(=O)c3c(c2cc1Cl)CCC3)C(=O)NC1CC(C)(C)NC(C)(C)C1 (stereo not drawn),4,-2,7,2,-3,-59,9,2
CC(=O)Nc1ccc(CN2CCN(CC(C)C)C(CCO)C2)cc1 (stereo not drawn),-10,-2,-17,-5,-2,-19,8,-5
CC(C)CNC(=O)N1c2ccccc2Sc2ccccc21,-11,0,-23,3,-1,2,-8,-5
Cc1nnc(SCCN2CCOCC2)c2nn(-c3ccccc3F)c(C)c12,nt,-42,nt,nt,-9,7,-5,nt
COc1ccccc1CC(=O)N(Cc1ccccc1)c1ccc(C)cc1,-9,-9,-16,12,5,-18,-18,12
COc1ccc(N2C(=O)c3ccccc3NC23CCCC3)cc1,-2,1,-1,-3,-8,-389,-6,1
COc1ccccc1N1CC(C(=O)OCC(=O)Nc2cc(C)on2)CC1=O (stereo not drawn),-9,0,-1,0,2,1,-6,-3
NC1=NC(=O)/C(=C\c2ccsc2)S1,-4,-1,-6,0,-2,4,2,-1
Cc1cc(C)c(Nc2cc(S(=O)(=O)O)c(N)c3c2C(=O)c2ccccc2C3=O)c(C)c1,nt,-28,nt,nt,13,48*,-4,nt
O=C(CCc1ccccc1)Nc1ccc(NS(=O)(=O)c2ccccc2)cc1,8,0,7,4,-2,18,37,6
COc1ccc(C(=O)c2c[nH]c(C(=O)NCc3cccnc3)c2)cc1,-1,0,-17,4,-8,26,17,2
COc1cccc(/C=C2/SC(=S)N(CCCC(=O)Nc3ccc(O)cc3)C2=O)c1,-12,0,5,1,-1,21,8,0
Cc1ccc(NC(=O)OC(C)CNC(=O)Oc2cccc(C)c2)cc1 (stereo not drawn),0,1,4,5,9,13,5,14
CCCCn1c(N)c(N(CCOC)C(=O)c2cccc(S(=O)(=O)N(CC)c3ccccc3)c2)c(=O)[nH]c1=O,4,-5,-12,1,-4,-1,-5,-16
Cc1cc(CN2CCCC(CO)(Cc3cccc(Cl)c3)C2)n[nH]1 (stereo not drawn),-7,-2,-13,2,-8,-10,-6,0
Cc1ncc(CO)c2cc(-c3nnc(Nc4ccc5c(c4)OCO5)s3)c(=O)oc12,0,-6,-5,-7,-3,24,9,7
O=C(NC12CC3CC(CC(C3)C1)C2)c1cccc([N+](=O)[O-])c1,-4,1,1,17,0,5,10,-12
Cc1ccc(NC(=O)C2CCCN(C(=O)c3ccc(Cl)cc3)C2)cc1S(=O)(=O)N1CCOCC1 (stereo not drawn),-2,1,0,-21,4,12,12,-2
CC(=O)Oc1ccc(C(=O)Cc2ccc3ccccc3n2)c(O)c1C,1,49*,-7,-2,-2,33,-3,74*
COc1ccc(NC2CCCN(C(=O)CCN3Cc4ccccc4C3=O)C2)cc1 (stereo not drawn),4,0,-10,-16,-2,7,0,7
COc1cc2c(cc1OC)C(=O)N(C)CC2,-1,2,3,-8,4,42*,4,5
Cc1ccc(NC(=O)CSc2n[nH]c(=O)n2C2CC2)cc1S(=O)(=O)N1CCOCC1,8,1,6,-3,-3,9,4,3

# Additional compounds follow:
SMILES,SENP8 block-1,SENP1 FRET inh,SENP6 inh,Apaf1 inhib,HKDC1 inhibitor,SENP8 block-2,PfG6PD inh,SENP7 inh
O=C(COc1ccc(Cl)cc1)OCC(=O)N1CCCCCC1,5,7,8,2,-5,-10,0,-2
Cc1ccc(-c2cc(C(F)(F)F)n3ncc(C(=O)N4CCCCC4c4cccnc4)c3n2)cc1 (stereo not drawn),5,-32,6,9,-6,-308,12,5
CC(C)CNC(=O)c1ccc(C2SCC(=O)N2Cc2ccccc2)cc1 (stereo not drawn),-3,46*,-5,13,11,-77,22,-1
C=CCNc1nc(-c2ccccc2)c(C(=O)OCC)cc1C#N,-7,1,-7,10,1,i,-6,-6
C=CCn1c(=O)c2ccccc2n2c(Sc3nnnn3-c3ccccc3)nnc12,-3,0,4,6,4,18,-14,-2
COc1ccc(CCN(C)Cc2cccc3ccccc23)cc1OC,5,0,18,-6,0,7,-3,6
COc1ccc(C)cc1S(=O)(=O)NCC(c1ccco1)N1CCc2ccccc2C1 (stereo not drawn),4,-3,1,21,-2,15,7,-5
COC(=O)Cn1cnc2c1c(=O)n(C)c(=O)n2C,1,1,-16,-4,1,24,-3,10
Cc1ccc(C)c2nc3sc(C(=O)N4CCCc5ccccc54)c(N)c3cc12,9,26,4,16,1,-6,0,-1
CCCS(=O)(=O)N1CCC(C(=O)N2CCC(Cc3ccccc3)CC2)CC1,-14,1,-18,29,-9,18,5,5
COC(=O)C1=C(C)N(Cc2ccco2)C(=O)N[C@H]1c1ccc(Br)cc1,0,nt,-4,14,nt,nt,nt,-5
CCc1ccc(-c2cc(C)no2)cc1S(=O)(=O)N1CCCN(Cc2ccc(F)cc2)C1,3,-1,0,20,0,4,8,6
N#CCc1ccc(C(=O)c2ccccc2)s1,-7,0,-9,-3,-4,19,-7,10
COc1ccccc1C/C(N)=N/O,-6,0,-5,-4,-9,8,0,5
CN(CCOc1ccccc1)C(=O)c1ccc(OC2CCN(C(=O)C3CC3)CC2)cc1,-9,0,-8,-5,-3,8,3,-4
CCN(CC)C(=O)CN(c1ccc(F)c(Cl)c1)S(C)(=O)=O,-3,2,-15,-11,-3,16,4,1
CC(=O)c1c(C)[nH]c(C(=O)CN2C(=O)NC(C)(C)C2=O)c1C,-5,0,-16,-5,-5,13,2,5
CCOC(=O)c1c(C)[nH]c(C(=O)CN2C(=O)NC(CC)(c3ccccc3)C2=O)c1C (stereo not drawn),-10,1,-2,11,1,12,4,13
Cc1ccc(SCC(=O)NCCN2C(=O)CSC2=O)cc1C,4,2,-10,-3,-3,12,-7,2
O=C(O)Cn1nnc(-c2ccc(OCc3ccccc3)cc2)n1,nt,-10,nt,nt,0,5,-13,nt
Cc1ccc(S(=O)(=O)N2CCOCC2)cc1C(=O)NCc1cn2ccsc2n1,3,2,-13,2,-1,20,2,-10
CCc1nnc(NC(=O)Cc2ccc(OCc3c(C)noc3C)cc2)s1,-3,-2,-17,4,0,8,8,-4
Cn1cnnc1SCC(=O)Nc1ccc(Cl)c(S(=O)(=O)N2CCOCC2)c1,4,2,-19,-11,0,-2,-8,4
O=C(/C=C/Nc1ccccc1)C(F)(F)F,-11,-12,-16,8,-3,-6,1,-10
Cc1ccc(C(=O)NC2CCN(CC(=O)Nc3ccccc3Cl)CC2)cc1,-9,1,16,-6,0,12,1,-14
Cc1nc(C)c(C(=O)Nc2cccc(Cl)c2)o1,-2,-7,-13,-17,14,6,-10,-3
CC12CCC(=O)N1C(C(=O)NCc1ccccc1F)CS2 (stereo not drawn),-8,-2,-3,-6,-2,14,-1,4
O=C(N/N=C/c1ccoc1)c1ccccc1Br,5,2,3,4,-5,6,10,2
CCC1CCC(c2nnc(-c3ccc([N+](=O)[O-])cc3)o2)CC1 (stereo not drawn),-6,3,17,10,-6,15,-1,3
